# Screens (PubChem BioAssay)
# M1 ag parental: counter-screen for M1 agonists: effect in parental CHO-K1 cells | Fluo-8 calcium fluorescence; scaled to maximal ATP response, vehicle zero | actives 0.48% (n = 360,000) | activation, % at 3 µM | AID 602248, 2012; in the data active = activation above about 15%;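 also: untransfected CHO-K1 host cells lacking M1 receptor as counterscreen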
# M4 antag: human M4 muscarinic receptor antagonists, primary screen, CHO cells, Fluo-8 calcium fluorescence | Muscarinic acetylcholine receptor M4 (Homo sapiens), P08173 | CHO-hM4 cells, ACh EC80 | inhibition, % at 3 µM | actives 0.73% (n = 360,000);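 active = inhibition above its plate's cutoff, the mean inhibition of sample wells plus 3 SD, cut at about 27% in these data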;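 also: 0% = acetylcholine EC80 with DMSO and 100% = DMSO without agonist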
# Target sequence (P08173 whole entry, looked up): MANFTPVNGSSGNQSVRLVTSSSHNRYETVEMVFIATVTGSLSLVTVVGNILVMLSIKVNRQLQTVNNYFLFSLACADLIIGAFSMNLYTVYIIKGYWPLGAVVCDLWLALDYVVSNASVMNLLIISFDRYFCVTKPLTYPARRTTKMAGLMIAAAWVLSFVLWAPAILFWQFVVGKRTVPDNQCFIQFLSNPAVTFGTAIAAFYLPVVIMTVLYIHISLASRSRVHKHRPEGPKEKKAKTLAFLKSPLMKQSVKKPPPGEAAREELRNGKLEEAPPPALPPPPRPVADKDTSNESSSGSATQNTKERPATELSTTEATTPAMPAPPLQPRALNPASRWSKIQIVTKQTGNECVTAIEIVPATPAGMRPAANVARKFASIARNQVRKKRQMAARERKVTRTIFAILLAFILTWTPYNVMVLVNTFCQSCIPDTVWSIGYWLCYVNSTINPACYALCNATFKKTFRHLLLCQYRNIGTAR
# CHRM4 agonist: human M4 muscarinic receptor agonists, primary screen, CHO-K1 cells, Fluo-8 calcium fluorescence. Muscarinic acetylcholine receptor M4 (Homo sapiens), P08173. CHO-K1 hM4/Gqi5; vehicle 0%, full acetylcholine response 100%. activation, % at 3 µM. actives 0.14% (n = 360,000). AID 624127, 2012;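 active = activation above the run mean over all test wells plus 3 SD, cut at about 32% in these data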;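 also: peak over basal fluorescence ratio per well then scaled between controls; 0% = DMSO wells and 100% = acetylcholine at EC100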
# OXTR potentiate: human OXTR potentiators, primary screen, fluorescence, CHO-OTR cells, Fluo-8 calcium; Oxytocin receptor (Homo sapiens), P30559; Fluo-8 calcium fluorescence, potentiator mode; 0% = oxytocin EC15, 100% = EC100; activation, % at 3 µM; actives 0.061% (n = 320,000);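 active = activation above that plate's cutoff, the mean activation of tested compounds plus 3 SD, cut at about 6.6% in these data, passing the limit was not always enough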;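 also: 100% uses oxytocin at 75 nM as the full agonist control; some results filed as inactive read as strong as hits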
#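 Replication – single well per compound, singlicate · Assay system – CHO cell line stably expressing human OTR · Timing – 6 min pre-incubation, 100 s read · Measure – normalized max/min fluorescence ratio, % activation · Doses – 3.0 µM, one dose · Detection – Fluo-8 calcium dye fluorescence · Probe or stimulus – oxytocin near EC15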
# CHRM1 agonist: human M1 muscarinic receptor agonists, primary screen, Fluo-8 calcium fluorescence, CHO-K1 cells, HTS | Muscarinic acetylcholine receptor M1 (Homo sapiens), P11229 | CHO-K1 hM1, agonist mode; 0% DMSO, 100% acetylcholine EC100 | activation, % at 3 µM | actives 0.33% (n = 360,000) | AID 588814, 2011;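 active = activation above the run's mean compound activation plus 3 SD, cut at about 16% in these data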;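 also: peak over basal fluorescence ratio within a 140 s kinetic read after compound addition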
# Target sequence (P11229 whole entry, looked up): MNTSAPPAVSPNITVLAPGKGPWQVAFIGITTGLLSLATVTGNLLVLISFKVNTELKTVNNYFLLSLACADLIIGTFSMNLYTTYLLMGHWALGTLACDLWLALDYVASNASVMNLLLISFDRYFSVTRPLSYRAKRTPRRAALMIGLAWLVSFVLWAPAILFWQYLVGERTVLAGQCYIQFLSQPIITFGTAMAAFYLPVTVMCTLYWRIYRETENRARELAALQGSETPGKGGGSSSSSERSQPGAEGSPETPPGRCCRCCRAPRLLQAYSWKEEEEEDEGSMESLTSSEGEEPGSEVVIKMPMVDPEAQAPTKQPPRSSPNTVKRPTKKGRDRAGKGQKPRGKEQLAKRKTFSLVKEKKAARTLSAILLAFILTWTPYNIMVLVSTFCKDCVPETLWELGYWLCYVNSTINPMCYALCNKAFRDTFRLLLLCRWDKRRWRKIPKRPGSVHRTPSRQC
# CHO parental Ca: ATP-evoked calcium signal inhibitors, parental CHO, primary screen, counter-screen for OX1R antagonist project, cell-based, fluorescence, Fluo-8 calcium dye. parental CHO-K1, ATP-induced calcium, Fluo-8 fluorescence. inhibition, % at 5.6 µM. actives 0.63% (n = 330,000). AID 463079, 2010;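 active = inhibition above that plate's mean sample inhibition plus 3 SD, cut at about 26% in these data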;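 also: 0% = ATP-challenged DMSO wells and 100% = DMSO wells without ATP; some compounds past the cut are filed as inactive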
#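 test system = CHO parental line | reagent = ATP stimulus | measured by = intracellular calcium via Fluo-8 no-wash fluorescent dye | control set = ATP and no-ATP DMSO wells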
# CHO-K1 Ca antag: counter-screen for M1 antagonists: effect in parental CHO-K1 cells; actives 0.6% (n = 360,000); ATP-induced calcium, Fluo-8 fluorescence; inhibition, % at 3 µM;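 active = inhibition above a per-plate cutoff, the plate's mean sample inhibition plus 3 SD, cut at about 24% in these data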;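 also: 0% = DMSO plus EC80 ATP and 100% = DMSO alone without ATP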
# M1 PAM: human M1 muscarinic receptor positive allosteric modulators, primary screen, CHO-K1 cells, Fluo-8 calcium fluorescence, 1536-well; Muscarinic acetylcholine receptor M1 (Homo sapiens), P11229; CHO-K1 hM1, ACh EC20; 0% = ACh EC20, 100% = maximal ACh; activation, % at 3 µM; actives 0.088% (n = 360,000); in the data active = activation above about 19%, passing the limit was not always enough
# M1 antag: human M1 muscarinic receptor antagonists, primary screen, CHO-K1 cells, Fluo-8 calcium fluorescence, 1536-well; Muscarinic acetylcholine receptor M1 (Homo sapiens), P11229; CHO-K1 hM1, ACh EC80 antagonist; inhibition, % at 3 µM; actives 1.3% (n = 360,000);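 active = percent inhibition above its own plate's cutoff, namely the mean of that plate's compound wells plus 3 SD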;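 also: peak over basal fluorescence ratio during 140 s after agonist addition; 0% = ACh EC80 plus DMSO and 100% = DMSO alone without agonist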
# * hit, by the source's call; / = not tested or not shown.
SMILES,M1 ag parental,M4 antag,CHRM4 agonist,OXTR potentiate,CHRM1 agonist,CHO parental Ca,CHO-K1 Ca antag,M1 PAM,M1 antag
COc1ccc(N2C(=O)CNC2=S)cc1,0.3,-2.4,0.0,-5.4,-5.0,-10.5,-7.4,7.5,-6.4
CC(C)(C)c1ccc(S(=O)(=O)N2CCN(c3ncccn3)CC2)cc1,-0.6,5.3,0.1,-11.4,2.7,14.6,12.7,12.3,-3.1
Cc1cc(NC(=O)c2cc3ccccc3o2)no1,0.4,-9.9,0.8,/,-4.0,/,-22.4,7.9,0.1
O=S(=O)(c1ccc(Cl)cc1)n1nnc2ccccc21,0.6,-4.8,1.1,-5.1,-4.0,7.1,-4.0,10.8,-11.1
O=C1NC(Cc2ccc(O)cc2)c2nc3cc(F)c(F)cc3c(=O)n2-c2ncccc21 (stereo not given),0.8,0.5,1.6,/,0.6,/,-10.2,5.6,1.2
O=C(NCC(O)COc1ccc([N+](=O)[O-])cc1)Nc1ccccc1 (stereo not given),1.6,-9.4,1.8,-3.4,-3.2,-4.3,-9.8,0.6,-7.0
COc1ccc(C(=O)OC(C)C(=O)NC(C)CCc2ccccc2)c(OC)c1 (stereo not given),0.7,6.0,2.8,-3.5,-4.2,-24.8,-16.7,13.6,-10.8
CCc1ccc(S(=O)(=O)Nc2ccc(-c3nc4cccnc4s3)cc2)s1,0.1,-6.3,1.2,-2.8,-4.3,-10.6,-2.7,2.5,-15.1
O=C(Nc1cccc(Cl)c1)NC1CC2CCC(C1)N2Cc1ccco1 (stereo not given),-0.6,8.4,2.0,-3.1,-5.8,-6.8,0.0,7.3,-11.0
CCOc1ccccc1Nc1nnc(SCC(=O)NC2CCS(=O)(=O)C2)s1 (stereo not given),0.0,0.6,0.9,-4.5,-3.9,-10.4,-12.4,-2.1,5.7
O=C(Cc1ccc(Br)cc1)OCC(=O)N1CCCCCC1,-0.1,-3.8,0.3,-7.8,-3.9,-15.6,-5.0,0.4,-4.3
COc1ccc(OC)c(NC(=O)NNC(=O)CCCOc2ccc(Cl)cc2C)c1,1.9,-0.1,1.7,-26.1,-3.4,-16.3,-16.9,-0.9,2.1
CCC1C(=O)CC(c2ccc([N+](=O)[O-])cc2)NC1c1ccc([N+](=O)[O-])cc1 (stereo not given),3.0,2.9,4.2,-4.1,-4.1,10.9,-8.0,-0.7,-0.6
CC1=C(C(=O)OCc2ccccc2)C(c2ccc(N3CCOCC3)cc2)NC(=O)N1 (stereo not given),1.2,7.0,0.7,-7.0,-5.7,-13.9,0.0,-2.2,-2.2
c1cc2c(cc1Cn1cnnn1)OCO2,0.8,3.4,0.1,-2.6,3.6,-14.0,-14.4,7.9,-18.5
Cc1cnc(C(=O)Nc2nnc(SCc3c(Cl)cccc3Cl)s2)cn1,0.9,-10.2,0.9,-4.3,-5.7,-12.8,-18.9,6.8,-14.8
CCCCn1c(N)c(N(CCC(C)C)C(=O)c2cc(CC)c(C)s2)c(=O)[nH]c1=O,0.4,-4.3,0.1,3.7,-2.3,-5.9,6.3,2.4,-5.6
Cc1ccc(NC(=O)C(C)N2CCCc3ccccc32)cc1S(=O)(=O)N1CCOCC1 (stereo not given),1.5,-0.2,5.6,/,-7.1,/,-2.4,-5.3,2.0
COc1ccc2[nH]c(=O)c(CN(Cc3ccc(C)cc3)Cc3nnnn3CC3CCCO3)cc2c1 (stereo not given),0.2,6.0,0.6,-5.5,-0.8,-19.8,-14.8,14.4,-22.9
O=C(NCCOc1ccccc1-c1ccccc1)c1ccco1,1.1,1.0,2.3,1.1,-9.8,-10.5,2.1,7.6,-3.2
CC1=C(C(=O)Nc2cccnc2)C(c2ccccn2)n2nnnc2N1 (stereo not given),-0.2,5.2,0.4,0.1,-2.5,-7.8,-0.6,11.5,-8.3
CCOC(=O)N1CCN(Cc2nc(-c3ccc(C)cc3)no2)CC1,1.7,-6.2,2.9,-5.3,-0.1,-15.2,-1.7,-0.6,5.5
CCOc1ccc(CCNC(=O)c2cnccn2)cc1OCC,3.2,-25.6,3.5,-2.6,-1.8,-8.1,-5.0,2.1,-7.0
CCOCCCNC(=O)CN1C(=O)C(CC)Oc2ccccc21 (stereo not given),0.0,-4.6,0.3,-10.0,-0.9,1.5,-12.0,7.3,-6.8

# An excerpt of these results, with each value named:
c1cc2c(cc1Cn1cnnn1)OCO2
  M1 ag parental: 0.8; M4 antag: 3.4; CHRM4 agonist: 0.1; OXTR potentiate: -2.6; CHRM1 agonist: 3.6; CHO parental Ca: -14.0; CHO-K1 Ca antag: -14.4; M1 PAM: 7.9; M1 antag: -18.5
CCOCCCNC(=O)CN1C(=O)C(CC)Oc2ccccc21 (stereo not given)
  M1 ag parental: 0.0; M4 antag: -4.6; CHRM4 agonist: 0.3; OXTR potentiate: -10.0; CHRM1 agonist: -0.9; CHO parental Ca: 1.5; CHO-K1 Ca antag: -12.0; M1 PAM: 7.3; M1 antag: -6.8
CC1=C(C(=O)Nc2cccnc2)C(c2ccccn2)n2nnnc2N1 (stereo not given)
  M1 ag parental: -0.2; M4 antag: 5.2; CHRM4 agonist: 0.4; OXTR potentiate: 0.1; CHRM1 agonist: -2.5; CHO parental Ca: -7.8; CHO-K1 Ca antag: -0.6; M1 PAM: 11.5; M1 antag: -8.3

# The list goes on:
SMILES,M1 ag parental,M4 antag,CHRM4 agonist,OXTR potentiate,CHRM1 agonist,CHO parental Ca,CHO-K1 Ca antag,M1 PAM,M1 antag
CCC(NC(=O)CCC(=O)N1CCN(S(=O)(=O)c2ccc(C)cc2)CC1)c1ccc(C)cc1 (stereo not given),-0.8,-13.8,0.6,-5.2,-4.2,-36.2,-4.6,3.4,4.7
N#CCCNC(=O)CCN1CCCCC1,0.5,0.8,0.0,-5.1,-4.4,4.2,-9.4,-5.4,9.7
O=C(NNC(=O)c1ccccc1[N+](=O)[O-])c1cnccn1,0.2,6.2,0.1,-2.4,-2.8,-5.7,-5.4,-3.2,6.2
CCN(CC)S(=O)(=O)c1ccc(S(=O)(=O)N2CCN(C(=O)c3ccco3)CC2)cc1,-0.3,29.4*,1.2,3.5,-2.2,0.6,7.2,1.6,1.0
Cc1ncc(CSc2ccc(Cl)cc2)c(CO)c1O,2.5,-3.0,1.1,-13.2,-5.2,3.7,0.9,7.1,-3.5
O=C(OCn1nnc2ccccc2c1=O)c1ccc(O)cc1,2.5,1.8,1.4,-18.5,-1.4,11.8,-15.6,12.1,-14.3
O=C(COC(=O)c1ccccc1C(=O)c1ccc(Cl)cc1)NC(c1ccccc1)c1ccccc1,0.2,-12.0,0.9,-17.2,-11.2,-16.9,-6.5,11.3,-10.6
CCN(CC)S(=O)(=O)c1ccc(C(=O)Nc2cc3oc4ccccc4c3cc2OC)cc1,0.1,-11.9,0.4,-0.4,-0.3,-16.5,2.5,6.9,-2.0
COc1ccc(C(=O)Nc2ccc(N3CCN(C(=O)c4ccccc4)CC3)cc2)cc1[N+](=O)[O-],4.1,-7.2,9.9,-20.7,-0.9,3.5,7.8,3.7,-0.3
CC(=O)c1ccc(NC(=S)NCCCn2ccnc2)cc1,0.0,-2.5,-0.1,-8.6,-6.7,2.3,-12.3,6.2,-2.6
Nn1c(SCC(=O)N2CCCC2)nnc1C1CCCCC1,0.5,-4.5,0.9,/,-1.3,/,-4.1,14.8,-20.4
O=C1NC[C@@H](Cc2ccc(O)cc2)N(CCc2cc(C(F)(F)F)cc(C(F)(F)F)c2)C1=O,-0.2,-11.0,-0.2,/,/,/,-1.6,/,/
Cc1onc(-c2ccccc2)c1C(=O)Nc1ccc(C(=O)N2CCCCC2)cc1,0.5,1.5,1.3,-2.5,-2.8,-9.5,-0.8,-1.1,0.2
O=C(NCCN1CCN(c2ccccc2)CC1)c1cccn2c(=O)c3cc(Cl)ccc3nc12,0.1,3.6,-0.5,-1.2,-8.8,-25.6,-23.4,9.3,-13.8
CCOc1ccccc1N(CC(=O)NC1CCCC1)C(=O)CNC(=O)c1cccs1,0.1,-18.4,1.1,0.4,-0.9,-14.9,7.8,-0.6,1.2
Cc1ccc(NC(=O)CNC(=O)c2ccco2)c(Cl)c1,1.4,-13.1,2.3,-3.5,-3.2,7.4,-23.1,4.3,-5.9
CCOC(=O)/C=C/C(=O)OCC(=O)N1CCN(C(=O)c2ccco2)CC1,2.2,-2.7,0.9,-2.4,-3.2,-11.2,-2.0,3.5,-0.8
Cc1ccccc1NC(=O)CN(C)S(=O)(=O)c1cccc2cccnc12,0.2,5.3,1.9,1.5,0.2,-17.0,16.8,13.6,-19.7
O=C(/C=C/c1ccc(F)cc1)N1CCCN(C(=O)/C=C/c2ccc(F)cc2)CC1,-0.4,15.8,-1.1,-5.5,-6.8,-14.7,-11.2,5.2,-7.7
O=C(CC(=O)Nc1ccc(Cl)cc1)N/N=C\c1cccc(F)c1,1.2,7.7,0.2,-1.1,-0.6,2.6,-13.6,13.6,-4.7
Cc1cccc(CSc2nncc(=O)[nH]2)c1,0.2,-14.5,1.3,-16.6,-0.1,1.3,-0.3,4.0,-6.3
CCOC(=O)C1=C(C)NC2=C(C1c1ccc([N+](=O)[O-])cc1)S(=O)(=O)c1ccccc12 (stereo not given),0.1,8.5,0.5,-2.7,-6.6,-9.0,-1.7,3.5,-5.5
CCCS(=O)(=O)c1snnc1C,0.5,-3.2,0.5,-12.6,-3.4,-6.7,-12.4,13.8,-21.3
CC1C(=O)NN=C1C(=O)N/N=C\c1ccc(O)cc1O (stereo not given),0.7,-33.9,1.5,-11.5,-4.8,-0.2,-16.2,3.3,-5.3
CCCc1cc(-n2ccnc2C)n2c(nc3ccccc32)c1C#N,0.4,11.6,1.2,-2.5,-2.8,7.2,-15.3,4.8,-3.6
C/C(N)=C(/C#N)C(=O)COC(=O)CC12CC3CC(CC(C3)C1)C2,1.5,1.9,7.7,-16.1,-1.5,1.7,-5.1,4.2,-9.9
COc1ccccc1-c1nc(-c2ccccc2)nc(N2CCN(C)CC2)c1C#N,1.8,0.1,7.3,-22.4,-5.8,-14.5,8.1,2.4,-2.1
CCc1ccccc1NC(=O)CN1CCN(C(=O)CN2C(=O)NC3(CCCCC3C)C2=O)CC1 (stereo not given),0.4,1.1,0.3,/,-2.3,/,-2.0,-0.9,1.4
Cc1ccc(-n2ncc(C(=O)NC3CC3)c2C2CCN(C(=O)OC(C)(C)C)CC2)c(C)c1,1.0,-2.6,3.6,8.0,-2.2,-34.1,11.9,2.9,3.4
COc1ccc(/C=N/NC(=O)CCNc2n[nH]c(=O)[nH]c2=O)c(OC)c1,-0.8,-4.6,0.4,-7.1,-2.0,8.6,17.3,2.4,-5.3
